High-throughput results (PubChem BioAssay)
E-sel inducer – E-selectin induction on HUVECs; HUVEC E-selectin immunofluorescence imaging; normalized: neutral wells 0, TNF-alpha wells 100; 260,000 compounds, 0.37% hits; activation, % at 7.58 µM;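 active means mean E-selectin-positive cell signal at least 10% of the positive control, reached in at least 60% of replicates, without over 20% cell loss; inconclusive means no rule given, readout overlaps actives, possibly toxicity-flagged; inactive means the rest, including those meeting only one limit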;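 further: in these data hits start at about 27%; measured in HUVEC primary endothelial cells; signal is the percent of cells scored E-selectin positive by PE staining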
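Read-out basis: % PE-positive cells; Test system: HUVEC primary endothelial cells; Technique: immunofluorescence imaging; Dosing: single-point compound dose.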
SIRT5 inh – inhibitors of human sirtuin-5 desuccinylase; Q9NXA8; Purified SirT5, succinyl-peptide AMC, trypsin-coupled fluorescence; inhibition, % at 15 µM; 330,000 compounds, 1.1% hits; AID 652115; in the data active means inhibition above about 15%; inconclusive means no clear call, values can overlap the other calls
Target sequence (Q9NXA8 whole entry, looked up): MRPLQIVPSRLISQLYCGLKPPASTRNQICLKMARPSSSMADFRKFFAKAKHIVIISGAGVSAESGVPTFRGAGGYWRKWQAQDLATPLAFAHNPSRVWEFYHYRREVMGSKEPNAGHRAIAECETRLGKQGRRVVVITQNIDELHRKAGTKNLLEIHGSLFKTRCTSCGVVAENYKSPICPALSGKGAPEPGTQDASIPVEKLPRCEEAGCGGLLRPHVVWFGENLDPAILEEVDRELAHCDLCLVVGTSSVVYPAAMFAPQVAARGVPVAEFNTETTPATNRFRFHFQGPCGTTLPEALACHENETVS
DENV2 CPE rescue – DENV2-induced cell death inhibition. DENV2-infected cells, cytopathic effect rescue, plate reader. CPE inhibition, % at 9.99 µM. 350,000 compounds, 1.7% hits. AID 651640; in the data active means CPE inhibition above about 20%, passing the limit was not always enough; inconclusive means no clear call, values can overlap the other calls; tested in BHK-21 cells;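 further: 0% = median of neutral control wells and 100% = median of positive control wells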
Statin myotox sup – suppression of simvastatin myotoxicity; 330,000 compounds, 0.78% hits; rescue of ATP level, % at 7.49 µM; C2C12 myotubes + simvastatin, ATP luminescence, 48 h; scaled: DMSO 0, geranylgeraniol control 100; AID 602340;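 active means mean ATP rescue above about 67%, or every replicate alone reaching that limit, limit read from the data, passing the limit was not always enough; inconclusive means no clear call, values can overlap the other calls; inactive means mean under the limit and some replicate under it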;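 further: myotubes were challenged with 10 µM simvastatin during compound exposure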
PglD DTNB – PglD (C. jejuni) enzyme inhibition | purified PglD enzyme, DTNB colorimetric CoA detection | inhibition, % at 12.5 µM | 360,000 compounds, 0.098% hits | AID 602405; in the data active means inhibition above about 16%, passing the limit was not always enough; inconclusive means no clear call, values can overlap the other calls; further: strong numbers were not always called active
ERp5 inh – blocks human ERp5 reductase activity on insulin. Q15084. ERp5 insulin aggregation, absorbance 650 nm, 90 min. inhibition, % at 9.99 µM. 350,000 compounds, 0.05% hits. AID 651711;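 active means mean replicate inhibition above about 25%, with every replicate also reaching it, limit read from the data, passing the limit was not always enough; inconclusive means only one of those two criteria met; inactive means neither criterion met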
Target sequence (Q15084 whole entry, looked up): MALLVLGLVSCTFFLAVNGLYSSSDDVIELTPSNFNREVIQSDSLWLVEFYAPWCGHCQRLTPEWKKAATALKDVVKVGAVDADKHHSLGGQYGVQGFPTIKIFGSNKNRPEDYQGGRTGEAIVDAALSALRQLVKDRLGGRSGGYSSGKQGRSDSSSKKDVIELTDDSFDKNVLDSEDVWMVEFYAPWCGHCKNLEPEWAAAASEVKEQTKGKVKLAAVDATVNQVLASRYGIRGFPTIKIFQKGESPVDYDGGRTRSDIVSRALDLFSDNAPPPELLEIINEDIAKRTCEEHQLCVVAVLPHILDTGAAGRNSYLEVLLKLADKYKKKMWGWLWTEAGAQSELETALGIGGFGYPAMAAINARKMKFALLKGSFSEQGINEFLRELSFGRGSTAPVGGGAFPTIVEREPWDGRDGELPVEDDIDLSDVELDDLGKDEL
S100A4 inh HTS – S100A4-myosin IIA interaction inhibition. 360,000 compounds, 0.14% hits. S100A4/TAMRA-MyoIIA peptide fluorescence polarization. inhibition, % at 10.7 µM. AID 652163;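 active means mean inhibition of at least 70% across replicates, with every replicate also reaching that level; inconclusive means mean inhibition reaches 70% but some replicates fall short; inactive means mean inhibition below 70%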
Target sequence (P26447 whole entry, looked up): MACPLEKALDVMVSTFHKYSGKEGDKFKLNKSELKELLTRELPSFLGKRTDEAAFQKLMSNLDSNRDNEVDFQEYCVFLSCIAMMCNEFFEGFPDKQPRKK
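Test system: S100A4 monomer protein; Medium: HEPES pH 7.2 with CaCl2, KCl, NaCl, DTT, Triton; Probe or stimulus: TAMRA-labelled myosin IIA heavy-chain peptide probe, 5 nM; Doses: one dose per compound; Times: polarization read 5 min after assay mix addition, stable 5–60 min; Benchmarks: neutral control DMSO, positive control TFP.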
* marks the source's active call; other numbers are inactive results; ? = inconclusive; nt = not tested or not shown.

compound	E-sel inducer	SIRT5 inh	DENV2 CPE rescue	Statin myotox sup	PglD DTNB	ERp5 inh	S100A4 inh HTS
O=C(Cc1ccc([N+](=O)[O-])cc1)N/N=C/c1ccccc1F	nt	1	-5	8	0	8	1
COc1ccc(NC(=O)CN(C)C(=O)c2cc3c(cc2Cl)N2CCCCCC2=NS3(=O)=O)cc1	0.1	3	-4	nt	nt	-2	3
CCOC(=O)CSc1nc2cc(C(F)(F)F)cnc2n1C	-0.1	-2	7	1	nt	2	-2
CCS(=O)(=O)Nc1cccc(C2=NN(S(C)(=O)=O)C(c3ccccc3)C2)c1 (centres undefined)	nt	0	12	nt	nt	-4	-45
CC(C)C(=O)Nc1nnc(S(=O)(=O)N2CCc3ccccc32)s1	0.8	-2	107*	1	-4	-6	-2
CC(C)CC#Cc1cnc2c(c1)C(=O)N([C@H](C)CO)C[C@@H](C)[C@H](CN(C)Cc1ccc(C(=O)O)cc1)O2	-0.1	2	-1	nt	nt	3	5
COc1ccc(NC(=O)CSc2nc3sc(C)cc3c(=O)n2C)cc1	0.2	1	-2	6	3	3	-2
C[C@@H]1CCCCO[C@H](CN(C)S(=O)(=O)c2ccc(F)cc2)[C@H](C)CN([C@@H](C)CO)C(=O)c2cc(NS(=O)(=O)c3ccc(F)cc3)ccc2O1	0.1	nt	-15	nt	2	nt	nt

Carrying on:
compound	E-sel inducer	SIRT5 inh	DENV2 CPE rescue	Statin myotox sup	PglD DTNB	ERp5 inh	S100A4 inh HTS
O=C(O)c1cncc(C#Cc2ccccc2)c1	-0.2	-4	-3	7	nt	0	-1
O=C(CCCCC(=O)NNC(=O)COc1ccccc1)NNC(=O)COc1ccccc1	1.0	1	-1	-16	-4	3	-9
O=C(c1ccc2ccccc2c1)N1CCN(S(=O)(=O)/C=C/c2ccccc2)CC1	nt	0	-6	4	-2	-3	1
Cc1cc(N2CCN(c3ccccc3)CC2)nc2ccccc12	0.7	-1	-1	-2	3	1	-10
CCC(=O)Nc1ccc2c(c1)OC[C@H](C)N(Cc1ccccc1)C[C@H](C)[C@H](OC)CN(C)C2=O	-0.2	-3	2	19	6	-1	-3
Cc1c(C(=O)O)sc(S(=O)(=O)N2CCN(C(=O)Cc3ccccc3)CC2)c1C(=O)O	2.9	-1	4	1	7	-3	-2
O=C(c1ccc2c(c1)OCO2)N1CC[C@@H]2[C@@H](CO)Nc3ccc(C#Cc4ccccc4)cc3[C@@H]21	0.1	nt	-4	-12	1	nt	nt
CCN(CC(=O)Nc1c(F)cccc1F)C(=O)c1cccc(S(=O)(=O)N2CCCCCC2)c1	-0.1	-7	6	6	1	0	-4

Arranged by formula weight (smallest number first): 4 of the compounds above.
compound	E-sel inducer	SIRT5 inh	DENV2 CPE rescue	Statin myotox sup	PglD DTNB	ERp5 inh	S100A4 inh HTS
O=C(c1ccc2ccccc2c1)N1CCN(S(=O)(=O)/C=C/c2ccccc2)CC1	nt	0	-6	4	-2	-3	1
Cc1c(C(=O)O)sc(S(=O)(=O)N2CCN(C(=O)Cc3ccccc3)CC2)c1C(=O)O	2.9	-1	4	1	7	-3	-2
COc1ccc(NC(=O)CN(C)C(=O)c2cc3c(cc2Cl)N2CCCCCC2=NS3(=O)=O)cc1	0.1	3	-4	nt	nt	-2	3
C[C@@H]1CCCCO[C@H](CN(C)S(=O)(=O)c2ccc(F)cc2)[C@H](C)CN([C@@H](C)CO)C(=O)c2cc(NS(=O)(=O)c3ccc(F)cc3)ccc2O1	0.1	nt	-15	nt	2	nt	nt

Going on with the list:
compound	E-sel inducer	SIRT5 inh	DENV2 CPE rescue	Statin myotox sup	PglD DTNB	ERp5 inh	S100A4 inh HTS
O=C(Cn1cnc2ccccc2c1=O)NC1CCS(=O)(=O)C1 (centres undefined)	0.1	-3	9	1	6	-6	-4
COc1ccc(N=C2C(=Nc3ccc(OC)cc3)N(c3ccc(N(C)C)cc3)C(=S)N2c2ccc(OC)cc2)cc1	nt	-1	nt	nt	nt	2	3
COc1ccc(-c2nn(-c3ccccc3)cc2N)cc1	nt	-1	-1	nt	nt	-2	1
Cn1c(CNC(=O)c2ccc(Cl)cc2)nnc1SCC(=O)NC1CCCC1	nt	-1	-2	5	-1	3	1
Nc1nc(SCC(=O)N2CCCC2)[nH]c(=O)c1-c1ccccc1	nt	2	nt	nt	5	10	-1
O=C1NC[C@H](Cc2ccc(O)cc2)N(C[C@@H]2CCCN2C[C@H](Cc2ccccc2)N2C[C@H](Cc3ccc(O)cc3)N(CCc3ccccc3)C(=O)C2=O)C1=O	-0.3	5	5	nt	nt	-1	-2
O=Cc1ccc2ccc3cccnc3c2n1	0.2	-1	10	-1	4	1	-6
CCCc1cn(CC[C@H]2CC[C@@H](NC(=O)C3CC3)[C@H](CO)O2)nn1	0.0	4	0	2	2	0	0

More entries:
compound	E-sel inducer	SIRT5 inh	DENV2 CPE rescue	Statin myotox sup	PglD DTNB	ERp5 inh	S100A4 inh HTS
O=C(N/N=C/c1c(O)ccc2ccccc12)c1cccnc1	2.0	0	-1	32	-6	1	-1
COCC(=O)N(C)C[C@H]1[C@H](c2ccc(-c3cccnc3)cc2)[C@@H](CO)N1C(C)=O	-0.1	1	-9	-9	-1	-3	2
Cc1cc2cc(CN3C(=O)c4ccccc4C3=O)ccc2[nH]1	nt	-3	2	nt	-2	-2	0
CCCC1(CCC)C(=O)NC(=NCCc2ccc(OC)c(OC)c2)NC1=O	nt	-1	0	-6	-4	-1	-6
C[C@@H]1CCCCO[C@@H](CN(C)S(=O)(=O)c2ccc(F)cc2)[C@H](C)CN([C@H](C)CO)C(=O)c2cc(NS(C)(=O)=O)ccc2O1	0.0	-3	15	-37	2	3	-44
CO[C@@H]1CN(C)C(=O)c2cc(NC(C)=O)ccc2OC[C@@H](C)N(Cc2ccccc2C(=O)O)C[C@@H]1C	0.0	-2	-3	4	1	-1	10
COc1ccc(NC(=O)c2nn(C)cc2[N+](=O)[O-])cc1	nt	-3	-1	nt	nt	3	-2
COc1cccc(NC(=O)c2cc(-c3ccncc3)nc3c(C)cc(C)cc23)c1	0.8	-6	-11	nt	nt	0	0

Next part:
compound	E-sel inducer	SIRT5 inh	DENV2 CPE rescue	Statin myotox sup	PglD DTNB	ERp5 inh	S100A4 inh HTS
C[C@H](CO)N1C[C@H](C)[C@H](CN(C)Cc2ccc3c(c2)OCCO3)OCc2cn(nn2)CCCC1=O	0.1	-1	0	-8	3	6	13
COc1ccccc1CCNC(=O)CSc1nnc2ccc(-c3cccnc3)nn12	nt	-4	5	12	-4	8	-8
CNC(=S)N1N=C(c2ccc(C)cc2)CC1c1ccc(N(C)C)cc1 (centres undefined)	0.1	-2	-3	14	4	4	-4
CO[C@H]1CN(C)C(=O)c2cc(NS(=O)(=O)c3ccc(Cl)cc3)ccc2OC[C@H](C)N(C)C[C@H]1C	-0.2	-2	-3	-7	1	-4	9
Cn1c2ccccc2c(=O)c2c(=O)n(Cc3ccccc3)c(-c3ccc(F)cc3)nc21	5.8	-4	0	nt	nt	2	2
O=C(C[C@@H]1C[C@H]2c3cc(NC(=O)c4ccc5c(c4)OCO5)ccc3O[C@H]2[C@@H](CO)O1)NCCN1CCCCC1	1.0	1	-4	-1	1	0	4
CC1(C(=O)O)CCCN1C(=O)c1ccco1 (centres undefined)	0.0	-4	15	2	5	-1	1
C[C@H](CO)N1C[C@H](C)[C@@H](CN(C)Cc2ccc(Cl)c(Cl)c2)Oc2ccc(NS(=O)(=O)c3ccc(Cl)cc3)cc2CC1=O	-0.1	25*	-16	84*	-2	1	-8

(next part)
compound	E-sel inducer	SIRT5 inh	DENV2 CPE rescue	Statin myotox sup	PglD DTNB	ERp5 inh	S100A4 inh HTS
CC(=O)Nc1ccc(OC(F)(F)C(F)F)c(NC(C)=O)c1	nt	-6	nt	19	-3	5	-2
COc1ccc(/C(O)=C2/C(=O)C(=O)N(CCCN3CCOCC3)C2c2ccc(N(C)C)cc2)cc1 (centres undefined)	nt	3	2	17	-7	0	6
Cc1noc(C)c1NC(=O)Nc1ccc2c(c1)CC(=O)N([C@H](C)CO)C[C@@H](C)[C@H](CN(C)Cc1ccc(C(=O)O)cc1)O2	-2.2	-1	7	9	-5	-1	13
CN1C(=O)c2cc(NS(=O)(=O)c3ccccc3F)ccc2OC[C@@H]2O[C@@H](CC(=O)NC3Cc4ccccc4C3)CC[C@H]21	0.1	-1	-3	5	4	-4	16
CC(=O)Nc1cccc(-c2nc3ccccc3[nH]2)c1	1.4	-3	7	-7	-2	3	-5
CC(C)(C)c1ccc(C(=O)NC(=S)N2CCCC2)cc1	-0.2	-3	?	-16	-5	-2	3
COc1ccc(Br)cc1CN1CCN(C(=O)c2cccc(F)c2)CC1	0.1	-2	0	-2	15	-2	-5
CC1(CCCN2C(=O)c3ccccc3C2=O)OCCO1	nt	2	0	nt	1	-3	-7

More compounds follow:
compound	E-sel inducer	SIRT5 inh	DENV2 CPE rescue	Statin myotox sup	PglD DTNB	ERp5 inh	S100A4 inh HTS
CO[C@@H]1CN(C)C(=O)c2cc(NC(=O)Nc3cccc(F)c3)ccc2OC[C@@H](C)N(C(=O)Nc2c(C)noc2C)C[C@@H]1C	0.2	-4	0	4	-1	-10	-23
CS(=O)(=O)c1ccc2nc(NC(=O)C3CC3)sc2c1	0.1	-1	-3	nt	-4	-2	-2
CCn1nc(C)c(Br)c1-c1nc(-c2ccc(C)cc2)no1	nt	-3	0	6	-5	4	3
C[C@H]1CN([C@@H](C)CO)C(=O)c2cccc(NC(=O)CCCCCC(=O)Nc3ccccc3N)c2O[C@H]1CN(C)Cc1ccc(Cl)c(Cl)c1	-13	10	19	nt	nt	-5	-10
Cc1ccc(NC(=O)CN(C)C(=O)c2ccc(Sc3nncn3C)c([N+](=O)[O-])c2)cc1	nt	-5	5	-9	2	4	-8
CC(CNC(=O)CN(C)CC(=O)Nc1ccccc1Br)c1ccccc1 (centres undefined)	nt	-4	1	8	-6	1	-3
COc1ccc(C)cc1NC(=O)CN1C(=O)COc2ccc(S(=O)(=O)N3CCOCC3)cc21	nt	3	-5	2	1	3	-5
S=C(NCc1ccccc1)NC1CCCCC1	1.6	-2	1	nt	nt	-3	0

(more compounds)
compound	E-sel inducer	SIRT5 inh	DENV2 CPE rescue	Statin myotox sup	PglD DTNB	ERp5 inh	S100A4 inh HTS
COc1ccc(Cl)cc1S(=O)(=O)Nc1ccncc1	nt	0	-2	nt	-3	3	3
Cc1ccc(-n2nc3c(c2NC(=O)c2ccco2)CS(=O)(=O)C3)cc1	0.2	-8	4	-1	8	-4	-3
CCOC(=O)c1c(C)[nH]c(-c2csc(C)n2)c1C	2.3	nt	-1	nt	nt	1	2
Cc1ccc(S(=O)(=O)N(C)C[C@H]2Oc3c(NC(=O)C4CCOCC4)cccc3C(=O)N([C@@H](C)CO)C[C@H]2C)cc1	0.9	0	2	5	-3	8	-2
Cc1noc(C)c1CN(C(=S)NC1CC2CCC1C2)c1ccccc1 (centres undefined)	-0.3	-4	-1	nt	nt	-19	0
CN1C(=O)/C(=C/c2ccc(OCc3cccc(F)c3)cc2)NC1=S	1.3	0	4	-12	0	-5	-4
O=C(Nc1cc([N+](=O)[O-])ccc1Cl)C1CC1	nt	-5	3	12	1	-7	-3

Not all compounds are listed; rates above refer to the full screens.
